CSN inh: CSN deneddylation inhibition; Q92905; Purified CSN, SCF-Nedd8-OG deneddylation, fluorescence polarization; inhibition, % at 12.5 µM; hit rate 0.38% among 360,000;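 active means pattern-corrected inhibition above about 35%, with an unprinted fluorescence ratio check between 0.5 and 1.5, limit read from the data, passing the limit was not always enough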;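 further: 0% = enzyme with substrate and 100% = substrate without enzyme; some results filed as inactive read as strong as hits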
Target sequence (Q92905 whole entry, looked up, one chain of several): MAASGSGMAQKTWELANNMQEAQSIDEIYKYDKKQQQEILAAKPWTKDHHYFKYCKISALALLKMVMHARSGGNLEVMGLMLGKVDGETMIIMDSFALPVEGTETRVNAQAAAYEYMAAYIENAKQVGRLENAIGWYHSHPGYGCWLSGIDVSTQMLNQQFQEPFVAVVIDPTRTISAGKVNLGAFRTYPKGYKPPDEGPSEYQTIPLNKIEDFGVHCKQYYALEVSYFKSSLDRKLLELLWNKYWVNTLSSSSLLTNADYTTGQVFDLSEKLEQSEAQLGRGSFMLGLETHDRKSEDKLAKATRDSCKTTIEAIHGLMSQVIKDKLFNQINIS
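Test system: Human Csn5 produced in HEK293T cells | Compound: 12.5 µM single point | Times: 90 min, room temperature | Signal: Fluorescence polarization readout | Read-out basis: % inhibition of substrate cleavage by Csn5 | Controls: no-enzyme wells high, enzyme-with-substrate wells low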
MLLE-PAM2 inh: inhibitors of microRNA-mediated deadenylation, human PABP1 MLLE binding. hit rate 0.36% among 360,000. inhibition, % at 20 µM. GST-MLLE / FITC-PAM2 fluorescence polarization. P11940. AID 588489; in the data active means inhibition above about 35%, passing the limit was not always enough;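 further: plate controls were DMSO wells with GST-MLLE for no effect and wells lacking GST-MLLE protein for full effect; some results filed as inactive read as strong as hits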
Rin1-Abl PPI inh: human Rin1-Abl interaction inhibition; TR-FRET Rin1/Abl binding, biochemical; inhibition, % at 7.35 µM; hit rate 0.4% among 360,000; AID 588664; in the data active means inhibition above about 5%, passing the limit was not always enough
bovine MsrA act: activates bovine MsrA enzyme; activation, % at 10.6 µM; purified bovine MsrA, absorbance read-out; hit rate 0.3% among 360,000; AID 602163; in the data active means activation above about 7.5%;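 further: 0% = vehicle and 100% = reference activator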
Neddylation inh: cullin neddylation inhibition; P61081+Q13564; TR-FRET cullin neddylation, biochemical; calls only at 25 µM; hit rate 0.58% among 360,000; AID 651699; in the data active means inhibition above about 36%
Target sequence (P61081 whole entry, looked up): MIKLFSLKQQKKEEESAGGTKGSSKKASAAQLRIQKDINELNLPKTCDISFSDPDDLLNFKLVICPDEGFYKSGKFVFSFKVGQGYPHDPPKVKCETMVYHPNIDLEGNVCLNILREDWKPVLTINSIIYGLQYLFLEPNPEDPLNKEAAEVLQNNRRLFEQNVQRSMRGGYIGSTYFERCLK
Target sequence (Q13564 whole entry, looked up): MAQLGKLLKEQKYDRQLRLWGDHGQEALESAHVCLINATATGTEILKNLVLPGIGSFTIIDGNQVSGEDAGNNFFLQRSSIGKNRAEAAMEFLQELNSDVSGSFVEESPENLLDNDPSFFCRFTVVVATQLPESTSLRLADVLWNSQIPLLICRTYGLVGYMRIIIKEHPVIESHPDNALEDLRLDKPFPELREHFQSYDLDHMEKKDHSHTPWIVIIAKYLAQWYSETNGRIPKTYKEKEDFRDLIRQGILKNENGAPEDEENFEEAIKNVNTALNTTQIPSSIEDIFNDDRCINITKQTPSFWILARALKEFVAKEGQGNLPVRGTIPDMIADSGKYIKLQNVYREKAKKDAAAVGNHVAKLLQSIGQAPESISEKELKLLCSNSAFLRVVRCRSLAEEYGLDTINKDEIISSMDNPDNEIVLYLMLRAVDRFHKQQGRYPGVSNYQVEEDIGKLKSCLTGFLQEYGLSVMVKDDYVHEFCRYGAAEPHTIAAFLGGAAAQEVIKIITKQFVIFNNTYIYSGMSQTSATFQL
E coli Lon inh: inhibits E. coli Lon protease | P0A9M0 | purified E. coli Lon protease, fluorescence polarization | inhibition, % at 7.94 µM | hit rate 0.42% among 360,000 | AID 602123; in the data active means inhibition above about 13%, passing the limit was not always enough;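 further: 0% = enzyme with probe and DMSO and 100% = no enzyme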
TbMetRS inhib: Trypanosoma brucei MetRS inhibition; purified T. brucei MetRS, ATP depletion, Kinase-Glo luminescence; inhibition, % at 11.9 µM; hit rate 0.4% among 360,000;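 active means inhibition above a per-plate cutoff of the control wells' mean inhibition plus 3 SD, cut at about 5.5% in these data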;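 further: 0% = DMSO wells median and 100% = median of wells with control inhibitor compound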
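assay system = parasite MetRS enzyme | timing = 15 min preincubation, 2 h reaction, all 25 °C | evaluation = percent inhibition relative to median high and low control wells | medium = HEPES buffer containing pyrophosphatase, BSA, spermine, DTT | compound = single dose, 11.9 µM final nominal, 0.9% final DMSO | detection = Kinase-Glo luminescence, ATP depletion format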
MsrA inhibitor: inhibits bovine methionine sulfoxide reductase A; purified bovine MsrA, absorbance read-out; inhibition, % at 15.5 µM; hit rate 0.75% among 360,000; AID 651718; in the data active means inhibition above about 4.5%;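 further: 0% = vehicle wells with enzyme and 100% = reference inhibitor wells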
FAS TE block: blocks the thioesterase domain of human fatty acid synthase; hit rate 0.67% among 360,000; inhibition, % at 15 µM; P49327; recombinant FAS-TE, OMFH fluorogenic substrate, fluorescence endpoint;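 active means compounds whose normalised, plate-corrected inhibition of enzyme fluorescence in the single-dose primary screen is 50% or more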;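 further: 0% = DMSO with enzyme and 100% = substrate without enzyme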
* hit, by the source's call; i = inactive; · = not tested or not shown; + = active, no number.

SMILES | CSN inh | MLLE-PAM2 inh | Rin1-Abl PPI inh | bovine MsrA act | Neddylation inh | E coli Lon inh | TbMetRS inhib | MsrA inhibitor | FAS TE block
CC1Cc2cc(/C=C3/SC(=S)N(C)C3=O)ccc2O1 (stereo not drawn) | 5 | 5 | 4 | -1 | i | 0 | -0.1 | 0.9 | 15
CC(C)CC(NC(=O)c1ccccc1)C(=O)OCC(=O)Nc1ccc(Br)cn1 (stereo not drawn) | -9 | 6 | -1 | -1 | i | -3 | -0.7 | 0.8 | -5
CCCN(CC(=O)Nc1cc(Cl)ccc1Cl)C(=O)c1ccc2n[nH]nc2c1 | -1 | -13 | 5 | -9 | i | 5 | -0.2 | 1.3 | -20
Cc1ccc(-c2cc(-c3ccccc3)no2)cc1 | 0 | 0 | 4 | -10 | i | 1 | -0.3 | 0.8 | 5
O=C(C1CCCN(S(=O)(=O)c2ccc(F)cc2)C1)N1CCOCC1 (stereo not drawn) | 6 | 8 | 2 | -1 | i | 7 | -0.2 | -0.2 | -3
CC(C)c1cc(C(=O)N/N=C/c2ccoc2)c(O)c(C(C)C)c1 | -4 | -7 | 1 | -5 | + | 16 | -0.4 | 1.8 | 8
Cn1nccc1C(=O)N1CCN(c2ccccc2F)CC1 | 0 | 0 | 5 | 0 | i | 2 | -0.4 | 0.0 | -6
N=c1nc(SCCC(=O)O)ss1 | -3 | 16 | 1 | -1 | i | -10 | -0.7 | -0.1 | 1
CCOC(=O)[C@@H]1[C@H]2COc3cc(OC)ccc3[C@@H]2N2C(=O)N(c3ccc(F)cc3)C(=O)[C@@]12C | 0 | 2 | 1 | -4 | i | 14 | 0.2 | 1.0 | 3
CNC(=O)NC1CCCc2ccccc21 (stereo not drawn) | 1 | 0 | -2 | -3 | i | -8 | -0.8 | 1.3 | -7
CCN(CC)CCn1c2c(c(SCC(=O)Nc3cc(C)on3)nc1=O)CCCC2 | 1 | -8 | -3 | -1 | i | -2 | -0.2 | 0.2 | -8
O=c1ccnc(NCCc2ccccc2)[nH]1 | -5 | 1 | 2 | -8 | i | -9 | 1.1 | 1.1 | -9
CC(O)CNc1nc(Cl)c(C#N)s1 (stereo not drawn) | 1 | -6 | 2 | -4 | i | -4 | -0.6 | 0.1 | -8
COc1ccc(-n2nc3c(c2NC(=O)C(C)Oc2ccccc2)CS(=O)(=O)C3)cc1 (stereo not drawn) | -1 | 7 | 3 | -8 | i | 0 | 0.2 | -0.3 | -8
COCCCC1CCN(C(=O)CCc2nnc(CCCCc3ccccc3)o2)CC1 | -4 | -1 | 0 | -7 | i | 9 | -0.7 | 0.4 | -5
O=C(NNc1ccccc1C(F)(F)F)c1sccc1Br | 2 | -56 | 0 | 3 | i | -9 | 0.3 | -0.7 | 0
O=C1NN=C2CCCCCCCCCCC12 (stereo not drawn) | -5 | -5 | -2 | 0 | i | 7 | -0.2 | 0.4 | 0
CCc1cccc(CC)c1NC(=O)C1SC(=Nc2ccccc2C)C(c2nc3ccccc3s2)=C1N (stereo not drawn) | 1 | -91 | -13 | -3 | i | -12 | 0.2 | 1.8 | 14
CCCCC(=O)Nc1ccccc1CC | 4 | 5 | -3 | -5 | i | -2 | -0.6 | 0.8 | -5
CCc1ccc(OCC(=O)Nc2ccncc2)cc1 | 3 | 7 | 1 | -3 | i | -6 | -2.0 | 0.2 | -2
CCc1noc(C)c1C(=O)N1CC(C)SC1=Nc1ccc(Cl)cc1 (stereo not drawn) | 0 | 10 | 1 | -4 | i | 3 | -0.5 | -1.9 | 22
CC(C)(C)OC(=O)NCCCC[C@H](NC(=O)c1nc[nH]c1C(=O)NCc1ccccc1)C(=O)OC(C)(C)C | 0 | 9 | 3 | 1 | i | 4 | -0.2 | 0.8 | 55*
Cc1cccc(OCCCCCN2CCOCC2)c1 | 1 | -2 | 0 | 2 | i | 19 | 0.3 | 1.4 | -2
CCOC(=O)N1CCC(NC(=O)c2cc3c(-c4ccccc4F)nn(C)c3s2)CC1 | 2 | -12 | -2 | -1 | i | -5 | 0.1 | 0.6 | 10

Structural class, the compounds so far containing a Cl atom.
SMILES | CSN inh | MLLE-PAM2 inh | Rin1-Abl PPI inh | bovine MsrA act | Neddylation inh | E coli Lon inh | TbMetRS inhib | MsrA inhibitor | FAS TE block
CCCN(CC(=O)Nc1cc(Cl)ccc1Cl)C(=O)c1ccc2n[nH]nc2c1 | -1 | -13 | 5 | -9 | i | 5 | -0.2 | 1.3 | -20
CC(O)CNc1nc(Cl)c(C#N)s1 (stereo not drawn) | 1 | -6 | 2 | -4 | i | -4 | -0.6 | 0.1 | -8
CCc1noc(C)c1C(=O)N1CC(C)SC1=Nc1ccc(Cl)cc1 (stereo not drawn) | 0 | 10 | 1 | -4 | i | 3 | -0.5 | -1.9 | 22

(continued)
SMILES | CSN inh | MLLE-PAM2 inh | Rin1-Abl PPI inh | bovine MsrA act | Neddylation inh | E coli Lon inh | TbMetRS inhib | MsrA inhibitor | FAS TE block
N#Cc1nc(Cc2cccc3ccccc23)oc1NCC1CCCO1 (stereo not drawn) | 0 | -4 | -5 | -2 | i | -2 | -0.2 | 0.8 | 5
Cc1ccc(NC(=O)CCC(=O)NNC(=O)Nc2cccc(Cl)c2)c(C)c1 | -3 | 14 | -2 | -5 | i | -9 | -0.4 | -0.4 | 1
Cc1cc(C)n2nc(C(=O)N3CCCC(Nc4ccc(C(C)C)cc4)C3)cc2n1 (stereo not drawn) | -5 | 7 | -2 | -2 | i | -1 | -0.3 | 0.5 | -4
COCc1c(C(=O)N2CCN(c3ccc(C(F)(F)F)cn3)CC2)oc2ccccc12 | 0 | -3 | -1 | -3 | i | -4 | -1.5 | 1.9 | 23
CN(C(=O)COc1ccccc1C(=O)NCCOc1ccccc1)c1ccccc1 | -6 | 0 | -4 | -4 | i | 5 | -0.1 | 0.9 | 18
O=C(C#Cc1ccccc1)c1ccco1 | -4 | 17 | 4 | -7 | i | 0 | 0.3 | 2.0 | 8
Cc1ccc(Cl)cc1N1CCN(C(=O)C2CCN(S(=O)(=O)c3c(C)nn(C)c3C)CC2)CC1 | 2 | -1 | 0 | -3 | i | 1 | -0.2 | -1.2 | 13
COC(=O)c1cn(NC(=O)Cc2ccccc2OC)c(=O)c2ccccc12 | 1 | 1 | -6 | -3 | i | -3 | -0.1 | -0.6 | 0
Cc1ccc(S(=O)(=O)NCCNC(=O)N2CCOCC2)cc1 | -1 | -1 | -1 | -3 | i | -5 | -0.3 | 0.5 | -4
CC1C/C(=N\Nc2ccc(S(N)(=O)=O)cc2[N+](=O)[O-])CC(C)(C)C1 (stereo not drawn) | -7 | -3 | -4 | -3 | i | 5 | -0.8 | 0.5 | 27
CCCNC(=O)C1(C)CCCN(Cc2ccccc2C#N)C1 (stereo not drawn) | -1 | -17 | 0 | -1 | i | -2 | 0.1 | 0.2 | -12
O=C(NCCCc1ccccc1)c1cccc(NC(=O)c2ccccc2)c1 | 3 | 2 | 0 | -3 | i | -2 | 0.1 | -1.1 | 6
O=C1C=C(c2ccc(F)cc2OCc2ccccc2)C[C@@H](c2ccc3c(c2)OCO3)C1 | -7 | -5 | 1 | -4 | i | -11 | -0.4 | -0.9 | 28
CN(C)c1ccc(CNCCC2(O)CCOC(C)(C)C2)cc1 (stereo not drawn) | 1 | 4 | -2 | -2 | i | -3 | -0.2 | -1.0 | -10
O=c1[nH]cnc2c1ncn2C1OC(CO)CC1F (stereo not drawn) | -3 | 14 | 1 | -2 | i | 4 | -0.4 | -0.4 | -3
COc1ccc(NC(=O)CCNS(=O)(=O)c2ccc3[nH]c(=O)oc3c2)cc1Cl | 2 | -30 | 0 | -1 | i | -11 | 0.8 | -0.4 | -6
O=C(NC1CCOC1=O)c1ccccc1 (stereo not drawn) | 1 | -9 | 0 | 1 | i | 2 | 0.2 | -0.7 | -8
N=c1n(CCO)c2ccccc2n1Cc1ccc(Cl)cc1 | -2 | 1 | 1 | -1 | i | -5 | -0.2 | 0.1 | -5
C=CCSc1nc2sc3c(c2c(=O)[nH]1)CCC3 | 3 | 10 | -1 | -3 | i | -3 | -0.5 | 2.3 | -6
O=C1CSc2ccc(S(=O)(=O)CCC(=O)NC3CCCCC3)cc2N1 | 4 | -3 | 4 | -8 | i | 8 | -0.5 | 0.8 | -6
CN(C(=O)COC(=O)CNC(=O)c1ccc(C(C)(C)C)cc1)c1c(N)n(Cc2ccccc2)c(=O)[nH]c1=O | 9 | 2 | 1 | -2 | i | -1 | -0.1 | -0.8 | -4
CC(=O)C[C@H]1c2cc(C(F)(F)F)ccc2S(=O)(=O)N1Cc1ccccc1 | 2 | -4 | 2 | -2 | i | -2 | 0.4 | 0.5 | 0
COCCN1C(=O)COc2ccccc2C1C(=O)Nc1ccc2c(c1)OCCO2 (stereo not drawn) | -5 | · | · | -3 | i | -5 | -0.2 | -0.8 | -10
OC(c1ccccc1)(c1nc(-c2cc3ccccc3o2)cs1)C(F)(F)F (stereo not drawn) | -2 | 2 | 2 | 0 | i | 1 | -0.3 | -1.7 | 35
CCOc1ccccc1CN1CCNC(=O)C1CC(=O)N(C)CCC1CCOCC1 (stereo not drawn) | -4 | 0 | -3 | 0 | i | -6 | 0.3 | -0.3 | 3
CCOC(=O)c1cccc(NC(=O)CNC(=O)C2CCCCC2)c1 | -4 | 2 | 4 | -3 | i | -7 | -0.1 | -0.8 | -7
O=c1cnc2ccccc2n1Cc1ccc(Br)cc1 | 0 | -4 | 2 | -7 | i | 6 | -0.8 | 2.2 | 10
CCOC(=S)SCC(=O)Nc1nc(-c2ccccc2)cs1 | 4 | 32 | 2 | -3 | i | 2 | -0.6 | -0.6 | -107
CCOC(=O)N1CCN(c2c(NCCc3ccc(OC)c(OC)c3)c(=O)c2=O)CC1 | 5 | 15 | 1 | -2 | i | -2 | -0.1 | -0.6 | -3
Cc1ccc(S(=O)(=O)/N=C2\SC(CC(=O)Nc3ccc(F)cc3)C(=O)N2c2ccccc2)cc1 (stereo not drawn) | -8 | 13 | 0 | 1 | i | 8 | -0.1 | -0.5 | 22
O=C(C1CC(c2ccc(F)cc2)=NO1)N1CCCc2ccccc21 (stereo not drawn) | 3 | 4 | 2 | -2 | i | 4 | -0.1 | 2.5 | 8
NC(=O)c1ccc(-c2nnn(CC(=O)Nc3cccc(S(=O)(=O)N4CCCC4)c3)n2)cc1 | 2 | -7 | 1 | -6 | i | 4 | -0.6 | -0.5 | -11
COC(=O)c1ccc(NC(=O)CC2C(=O)N(C)C(=S)N2Cc2ccc(S(N)(=O)=O)cc2)cc1 (stereo not drawn) | 0 | -1 | -2 | 1 | i | 7 | 0.2 | -0.1 | -4
CCN(C(=O)COC(=O)c1cc2c(s1)CCCCC2)C1CCS(=O)(=O)C1 (stereo not drawn) | -3 | 5 | 1 | -2 | i | -11 | -0.3 | 0.4 | -3
Cc1nc(N)sc1C(=O)N/N=C/c1ccco1 | 5 | 8 | -2 | -4 | i | 5 | -0.4 | 4.0 | -8
CC(=O)NCC(=O)OCC(=O)c1ccc(Br)cc1 | 1 | -3 | -1 | -3 | i | 4 | 0.0 | -0.1 | -10
CCCn1nnc(NC(=O)c2ccc3c(c2)OCO3)n1 | -2 | 0 | 0 | 5 | i | -13 | 0.2 | 0.8 | -3
CCOC(=O)C(=O)NCc1ccc(/C=C2/N=C(C)C(C(=O)OCC)=C2O)o1 | -7 | 17 | -6 | -10 | i | 11 | -0.6 | 1.9 | -6
CCC(=O)N(c1nnc(SCC(=O)c2ccc[nH]2)s1)C1CC1 | 0 | -6 | 5 | 2 | i | -13 | -0.3 | 1.2 | -8
COc1ccc(OC)c(C(=O)COC(=O)c2cc(C)oc2C)c1 | 3 | 3 | -2 | -13 | i | 27* | -0.1 | 0.4 | 19

Source: PubChem (several laboratories)
